Source: PubChem BioAssay
PTHR1 agonist: agonists of human PTHR1 parathyroid hormone receptor; HEK293 GP2 PTHR1 cells, GloSensor cAMP luminescence, 1 h; AID 743266; 410,000 tested, 0.075% active; Potency, µM (titrated, usually from 115 µM), inactives show top-dose activation, hits mostly activators; note: potency is the fitted concentration of half-maximal effect; nearly all actives have a fitted effect of over 55% in size; some results filed as inactive show a strong effect at the top dose; inactives centre near -15; many of its hits are not listed in these tables
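HEK-293-derived GP2 cells expressing PTHR1 and a GloSensor cAMP reporter, 3,000/well, plated overnight, given luciferin plus IBMX (each 0.5 mM as added) for 1 h at 37 °C, then compound for 1 h at 37 °C. Luminescence was read after 15 min at room temperature.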
GLP1R ag: agonists of human GLP-1 receptor; HEK293 GLP-1R CRE-luciferase, luminescence, 4-6 h; cells express a hypersensitive GLP-1R form; 380,000 tested, 0.007% active; P43220; Potency, µM (series often up to 45.6 µM), for inactives: at the highest dose activation, usual class: activators; note: potency is the fitted concentration of half-maximal effect; % of control where 0% means no effect
Target sequence (P43220 whole entry, looked up): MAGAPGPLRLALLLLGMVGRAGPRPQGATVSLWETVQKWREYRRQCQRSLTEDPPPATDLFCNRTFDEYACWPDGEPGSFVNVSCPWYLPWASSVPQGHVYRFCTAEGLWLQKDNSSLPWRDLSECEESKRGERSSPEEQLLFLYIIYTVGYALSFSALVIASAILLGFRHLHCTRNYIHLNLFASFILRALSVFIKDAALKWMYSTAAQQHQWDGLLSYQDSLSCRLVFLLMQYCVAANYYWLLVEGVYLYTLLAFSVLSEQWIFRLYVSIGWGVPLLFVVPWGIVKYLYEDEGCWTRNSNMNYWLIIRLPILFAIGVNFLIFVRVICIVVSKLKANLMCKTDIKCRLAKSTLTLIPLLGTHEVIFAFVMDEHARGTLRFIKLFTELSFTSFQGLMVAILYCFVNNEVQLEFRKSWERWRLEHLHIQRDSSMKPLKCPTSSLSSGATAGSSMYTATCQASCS
PI5P4K alpha inh: blocks human PI5P4K alpha kinase activity. P48426. PI5P4Kalpha enzyme, ADP-Glo luminescence, 60 min; stronger effect = lower value. max response, %. 330,000 tested, 1.2% active. AID 652105; active = max response of -50% or lower; inconclusive = between -30% and -50%; inactive = -30% or higher; note: value at the top dose of about 77 µM; % is set by controls: 0 for no effect and ±100 for the full control effect
Target sequence (P48426 whole entry, looked up): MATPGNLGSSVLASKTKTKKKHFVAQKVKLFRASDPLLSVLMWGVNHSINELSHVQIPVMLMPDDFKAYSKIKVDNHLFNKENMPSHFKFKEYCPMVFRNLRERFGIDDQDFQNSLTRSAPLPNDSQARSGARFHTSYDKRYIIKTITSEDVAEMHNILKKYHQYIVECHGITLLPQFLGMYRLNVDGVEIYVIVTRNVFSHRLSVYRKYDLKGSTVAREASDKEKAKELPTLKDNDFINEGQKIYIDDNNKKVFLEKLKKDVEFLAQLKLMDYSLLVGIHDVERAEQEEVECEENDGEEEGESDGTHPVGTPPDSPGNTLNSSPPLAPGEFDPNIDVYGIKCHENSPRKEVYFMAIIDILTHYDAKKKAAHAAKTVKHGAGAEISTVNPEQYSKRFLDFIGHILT
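Controls without substrate or without enzyme flank wells where PI5P4Kalpha converts substrate using 5 microM ATP (final). Incubation lasts 60 minutes at room temperature; ADP formed is read by ADP-Glo luminescence.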
EPAC1 antag: blocks human EPAC1 exchange factor | O95398 | Potency, µM (titrated, usually from 115 µM), for the others: at the highest dose activity change, negative = inhibition, usual class: inhibitors | 360,000 tested, 0.14% active | AID 720709 | EPAC1 GEF assay, Rap1b-BODIPY-GDP exchange fluorescence;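 note: potency is the fitted concentration of half-maximal effect; plate controls were vehicle for no effect and positive control for full effect; nearly all actives have a fitted effect of over 50% in size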
HEK293 tox: cytotoxicity counter-screen for GLP-1 receptor inverse agonists. HEK293 cAMP-luciferase reporter cells, luminescence, 24 h. Potency, µM (doses to about 38.3 µM), without a hit: at the highest dose activity change, negative = inhibition, hits mostly inhibitors. 410,000 tested, 0.13% active. AID 624418;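 note: loss of luciferase light is scored as toxicity; potency is the fitted concentration of half-maximal effect; % is set by controls: 0 for no effect and ±100 for the full control effect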
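1536-well qHTS counterscreen of the MLSMR; 200 cells/uL, 12 h pre-incubation, 23 nL cpd, 24 h at 37 deg C 5% CO2, luciferase detection reagent, 12 min RT, luminescence. Inhibition = undesired.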
IL2 activator: activators of IL-2; IL-2 activation reporter assay, cell-based qHTS; stimulated with anti-CD3/CD4/CD28 beads; in transgenic mouse T cells; activation, % (series mostly up to about 46 µM); 360,000 tested, 0.065% active; AID 652025; in the data active = activation above about 50%; inconclusive = mostly about 30% to 49%; note: 0% is about no effect
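Readout is EGFP and DsRed signal by fluorescent plate cytometry after 18 h at 37 degrees C. Transgenic mouse T cells (750/well) received compound for 60 min before bead stimulation (anti-CD3, anti-CD4, anti-CD28); memory T cells served as non-tolerant control.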
EPAC1 ag: EPAC1 (human) agonism. Potency, µM (series often up to 154 µM), for the others: top-dose activation, actives largely listed as activators. EPAC1 agonist qHTS, biochemical assay; response scale: 100% = response to 6.5 mM cAMP. O95398. AID 720707. 360,000 tested, 0.073% active; note: potency is the fitted concentration of half-maximal effect; nearly all actives have a fitted effect of over 60% in size
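Compounds were pinned as a concentration titration into mixtures of EPAC1 (100 nM), BODIPY-GDP-loaded Rap1B (250 nM) and GDP (50 uM). After 5 min at room temperature, fluorescence was followed for 30 min; activity was scaled to 6.5 mM cAMP.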
GLP-1R inv ag: inverse agonists of human GLP-1 receptor; HEK293 GLP-1R CRE-luciferase, luminescence, 24 h; GLP-1R form is constitutively active; Potency, µM (series often up to 38.3 µM), for inactives: at the top dose activity change, negative = inhibition, actives largely listed as inhibitors; 410,000 tested, 1.6% active; note: potency is the fitted concentration of half-maximal effect; % is set by controls: 0 for no effect and ±100 for the full control effect; nearly all actives have a fitted effect of over 55% in size
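Stable HEK293 clone (constitutively active GLP-1R + cAMP-response luciferase); 200 cells/uL plated, 12 h pre-culture, compound 24 hr, 37 deg C/5% CO2; detection reagent 12 min RT; luminescence.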
PLK1 PBD block: inhibitors of human PLK1 polo-box domain binding. AID 720504. 360,000 tested, 2.8% active. Plk1 PBD binding of FITC phosphopeptide, fluorescence polarization. P53350. Potency, µM, inactives show max response, negative = inhibition, most hits filed as inhibitors; note: potency is the fitted concentration of half-maximal effect; series mostly up to about 57 µM; % is set by controls: 0 for no effect and ±100 for the full control effect; nearly all actives have a fitted effect of over 65% in size
An asterisk follows results filed as active; i = inactive; u = inconclusive; x = not tested or not shown; & = joins results of further samples; [ ] = remark or other dose. Unless noted, calls come from the whole dose curve; as a rule, active = well fitted curve in the direction sought with a large enough effect; inconclusive = small, poorly fitted or top-dose-only effect, or another doubt; inactive = no such curve, though single readings can be large; an effect the other way counts as inactive or inconclusive. The list is partial (hit frequency here may not be typical).

Second line of a record: PLK1 PBD block | GLP1R ag | EPAC1 antag | EPAC1 ag | PI5P4K alpha inh | PTHR1 agonist | HEK293 tox | GLP-1R inv ag | IL2 activator
Cc1cccc(C(=O)NC(=S)NNC(=O)COc2ccc(Cl)cc2)c1
    27µM* | -1% | 2% | -10% | 14 | -9% | -7% | 11% | 1.8
CCCn1nc(C(=O)NC2CC2)c2ccccc2c1=O
    1% | 7% | 11% | 2% | -6 | -10% | -12% | 10% | 0.9
O=C(O)c1ccc(C(=O)Nc2cccc(NC(=O)C3CCCO3)c2)cc1 (configuration not stated)
    -9% | -9% | -6% | 2% | x | i | 6% | 6% | -1.1
COCCNC(=O)CS(=O)(=O)Cc1nc(-c2ccc(C)cc2)oc1C
    -11% | -3% | -4% | -29% | -2 | i | 17% | -9% | -3.2
CCC(C)NC(=S)Nc1ccc2nc(N3CCOCC3)cc(C)c2c1 (configuration not stated)
    -5% | 16% | 6% | -1% | -6 | i | 1% | -3% | -0.3
CCn1c(CNC(C)=O)nnc1SCC(=O)c1ccc(Br)cc1
    -21% | 2% | -2% | 7% | x | i | 16% | 13% | -3.9
COc1ccc(NC(=O)c2oc3ccccc3c2NC(=O)C23CC4CC(CC(C4)C2)C3)cc1
    x | 1% | x | x | x | i | 10% | -6% | x
O=C1NN(c2ccccc2)C(=O)C1=Cc1ccccc1O
    27µM* | 2% | 0% | 7% | -5 | -18% | -28% | u | -2.0
CC(C)NC(=O)C1CCN(C(=O)c2cc3sccc3n2Cc2ccc(F)cc2)CC1
    2% | 4% | 8% | -3% | x | -33%[inhibitor][57.5 µM] | -10% | 0% | -1.6
CCCCNc1cc(Cl)nc(N)n1
    -6% | 31% | 5% | 3% | -3 | i | -6% | 132%[activator] | 1.4
COc1cccc(CC(NC(C)=O)C(=O)NC2CCN(S(=O)(=O)c3ccc(NC(C)=O)cc3)CC2)c1 (configuration not stated)
    -13% | 4% | -2% | 9% | 6 | i | -3% | -14% | 0.7
CC1CCN(CC(=O)Nc2ccc(N3CCCCCC3)cc2)CC1
    6% | 23% | 5% | -20% | -5 | i | -27% | 2.8µM* | -2.0
O=C(NCc1ccccn1)c1cc(S(=O)(=O)N2CCCCCC2)ccc1Cl
    -5% | -2% | -14% | -5% | -5 | i | 5% | -5% | -0.4
CC[C@@H]1C/C=C\Cc2ccccc2[C@@H](C(=O)C[C@H](O)CC(C)=O)OC1=O
    -4% | -3% | -9% | 0% | 6 | i | 7% | -15% | 0.1
O=C(CSc1nnc(-c2cccnc2)n1Cc1ccco1)N1CCc2ccccc21
    -2% | 3% | 3% | -3% | 3 | -22%[57.5 µM] | 7% | 3% | -0.1
COc1ccc(C(=O)NNS(=O)(=O)c2ccccc2)cc1OC
    -16% | 1% | 17% | 16% | -2 | 24% | 3% | 23% | -0.1
O=[N+]([O-])c1ccc(N2CCN(CCOc3nonc3-c3ccccc3)CC2)c(Cl)c1
    -1% | -1% | -9% | 0% | x | -3%[57.5 µM] | 4% | 9% | 0.4
Cc1occc1C(=O)N/N=C/c1cccc2ccccc12
    2% | 12% | -2% | -7% | 2 | -31%[inhibitor] | 2% | -19% | -1.0
CC(C)Sc1nc(SCC(=O)NCc2ccco2)c2c3c(sc2n1)COC(C)(C)C3
    -16% | 3% | -27% | 6% | 1 | -17%[57.5 µM] | u | u | -0.4
CC1CCCCC1NC(=O)COC(=O)/C=C/c1ccc2c(c1)OCO2 (configuration not stated)
    -9% | 6% | -15% | 2% | -11 | i | -10% | -4% | 0.2
COc1cccc2sc(=NC(=O)CS(=O)(=O)c3ccc(F)cc3)n(C)c12
    1% | -8% | -1% | 6% | 12 | -6% | 7% | -9% | -1.1
CC(Oc1ccc(Cl)cc1Cl)C(=O)N(C)c1ccccc1 (configuration not stated)
    0% | -2% | -5% | -4% | 5 | -19% | 7% | u | 0.4
Oc1cccc(-c2ccc3nccn3c2)c1
    2% | -1% | 14% | -4% | -16 | -24% | -5% | -17% | -0.7
CS(=O)(=O)N1CCC(C(=O)Nc2ccc(F)c(Cl)c2)CC1
    -8% | -2% | -1% | 7% | 0 | i | 29% | 0% | -0.5
O=C1C2CC=CCC2C(=O)N1c1n[nH]c(Cc2ccccc2)n1 (configuration not stated)
    u | -7% | 16% | 1% | x | i | 7% | 26% | 0.2
NCC(=O)N1CCC(C(=O)N[C@@H](Cc2c[nH]c3ccccc23)C(=O)O)CC1
    -1% | 0% | 12% | -4% | -5 | i | 2% | 27% | -4.5
CC(=O)N1c2ccccc2N=C(c2ccc(C(F)(F)F)cc2)C1C(=O)NC(C)C (configuration not stated)
    -5% | x | 11% | -7% | 1 | i | 2% | -2% | 1.7
CC(C)NC(=S)N1CCN(Cc2ccc3c(c2)OCO3)CC1
    -8% | 11% | 4% | 3% | 0 | -1% | 9% | -26% | -1.7
COc1cc(Cl)c(CN2CCC(CCC(=O)NC3CC3)CC2)cc1OC
    -2% | -4% | 0% | -3% | 2 | -10% | 9% | -2% | 1.2
CC1Cc2ccccc2N1C(=O)CN1CCC(n2nnc3cc(C(F)(F)F)ccc32)CC1 (configuration not stated)
    u | 5% | -16% | 2% | 2 | -31%[inhibitor] | -23% | u | -3.0
COc1ccc(NC(=O)CSC(C)c2nc3ccccc3c(=O)[nH]2)cc1 (configuration not stated)
    -10% | -10% | -2% | 5% | 4 | i | 16% | 11% | -2.4
CCCCn1c(SCC(=O)Nc2nnc(CC)s2)nc2ccccc2c1=O
    4% | -11% | 6% | -6% | x | 6%[57.5 µM] | -4% | 0% | -0.1
COC(=O)C1=C(C)Nc2c(c(=O)n(C)c(=O)n2C)C1c1cccs1 (configuration not stated)
    2% | 0% | -1% | -10% | -3 | i | -8% | 4% | -0.5
C=CCn1c(SCC(=O)Nc2ccc(OC)cc2)nnc1-c1cnccn1
    -13% | -5% | 2% | 3% | -5 | i | 1% | 7% | -1.7
O=C(CSc1nc2ccccc2s1)NCC1CCCO1 (configuration not stated)
    u | 9% | 18% | -5% | -2 | -12% | 3% | 4% | 3.0
Cc1cc(C)cc(NC(=O)CCNC(=O)c2ccc([N+](=O)[O-])cc2)c1
    3% | 0% | 1% | -14% | 4 | -13% | -6% | -4% | -1.7
O=C(Cn1c(=O)cnc2ccccc21)N1CCCc2ccccc21
    -8% | 8% | -18% | 5% | 1 | -5% | u | -15% | -1.4
COc1ccc(C(=O)N/C(=C\c2ccccc2)C(=O)Nc2ccc(C(=O)O)cc2)cc1
    -5% | -8% | -5% | -9% | 1 | i | 2% | 3% | -0.3
CCC(C)[C@H](NC(=O)NC1CCCc2ccccc21)C(=O)O (some centres not stated)
    -12% | 0% | -2% | 7% | x | -4% | 12% | 9% | -0.8
CC(C)Cn1c(N)c(C(=O)CSc2nccn2C)c(=O)n(C)c1=O
    -9% | -1% | 1% | 4% | 7 | -17% | 14% | 11% | -3.5
O=S1(=O)CCN2N=C(C34CC5CC(CC(C5)C3)C4)SC2=N1
    -11% | 9% | 3% | 8% | -8 | -21% | -1% | 7% | 0.1
CCC(CC)C(=O)c1c[nH]c(C(=O)NCCc2ccccn2)c1
    27µM* | 3% | 4% | 3% | 5 | i | 0% | 12% | -1.9
COc1ccc(-n2ccc(=O)c3c2CCCC3=O)cc1
    0% | 1% | -9% | 5% | -1 | -19%[57.5 µM] | 0% | 2% | -0.7
CC(/C=C1\SC(=S)N(c2ccc(C(=O)O)cc2)C1=O)=C\c1ccccc1
    24µM* | -7% | u | 9% | -57* | -31%[inhibitor] | 0% | -1% | 1.2
C[C@@H](NC(=O)c1[nH]cnc1C(=O)Nc1ccccc1F)c1ccccc1
    -2% | -1% | 0% | 2% | 5 | -4% | -8% | u | -3.4
O=C(OCC(=O)N1CCOCC1)c1ccc(F)cc1Cl
    9% | 2% | 3% | 0% | 1 | i | 12% | 17% | -0.8
COc1ccc(OCc2cc(C(=O)NCC3(C)COC3)no2)c(Cl)c1
    2% | -1% | -2% | 7% | -5 | -33% | -28% | -50% | 0.9
O=C(COc1ccc(Cl)cc1)Nc1ccccc1CO
    -8% | 1% | -9% | 4% | 1 | -23%[57.5 µM] | 7% | -7% | 0.0
COc1ccc(CN(C)C(=O)[C@H]2O[C@@H](n3cnc4c(N)ncnc43)[C@H](O)[C@@H]2O)cc1OC
    3% | -3% | -7% | 1% | -1 | -22% | 5% | 6% | -0.7
C[N+](C)(CC#Cc1ccccc1)CC(=O)c1ccccc1
    -3% | 7% | -8% | 3% | -5 | i | -9% | -28% | 0.8
COc1ccc(CNC(=O)COC(=O)c2ccc(OCc3c(C)noc3C)cc2)cc1OC
    30µM* | 10% | u | -1% | -14 | -21% | 10% | 19% | -0.6
COCCn1c(SCC(=O)Nc2c(C)n(C)n(-c3ccccc3)c2=O)nnc1-c1ccncc1
    -1% | -8% | 3% | -4% | 2 | i | 3% | 8% | 0.4
Cc1cccn2cc(CNc3ccccc3)nc12
    -7% | -7% | 15% | 0% | x | -12%[57.5 µM] | -9% | 8% | -2.8
COc1cc(/C=C/C(=O)O)ccc1OCc1ccc([N+](=O)[O-])cc1
    -3% | 9% | -4% | 9% | -2 | i | -12% | 17% | 0.7
COC(=O)Cn1ccc2cc(S(=O)(=O)N3CCCCCC3)ccc21
    0% | 6% | 0% | -6% | -10 | u | -4%&5% | -30%&-15% | -3.1
C#CC[N+](C)(C)CCCCCCCCC
    38µM* | -9% | 7% | 6% | -6 | -24% | u | -43% | -0.8
Cc1ccc(C2C(C(=O)c3cc4ccccc4o3)=C(O)C(=O)N2CCN2CCOCC2)cc1 (configuration not stated)
    -15% | -6% | -22% | 8% | 0 | i | 2% | 14% | 3.1
O=C(Cn1cccc1C(=O)c1ccccc1)NCCC1=CCCCC1
    -6% | 13% | -4% | -4% | -2 | -40%[inhibitor] | -6% | u | 4.7

As entered above:
PI5P4K alpha inh, COc1ccc(CNC(=O)COC(=O)c2ccc(OCc3c(C)noc3C)cc2)cc1OC reads -14
GLP-1R inv ag, C[N+](C)(CC#Cc1ccccc1)CC(=O)c1ccccc1 reads -28%
